CCT chaperon mod = cytosolic chaperonin activity modulation; activity change, % (test concentration not listed), hits read low; 360,000 compounds, 0.3% hits; purified chaperonin ATPase assay, HTRF ADP detection, 30 min; AID 651819; in the data active = activity change below about -30%; note: % is set by controls: 0 for no effect and ±100 for the full control effect
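First, chaperonin was dispensed at 40 nM or 20 nM final depending on batch activity. Next, compounds were pinned at 76 uM and ATP added at 10 uM. After 30 min at 37 °C, ADP detection reagents ran 30 min at ambient temperature.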
MmCpn inh = inhibitors of Methanococcus maripaludis chaperonin (MmCpn); purified Mm-Cpn ATPase, ADP Transcreener TR-FRET; Potency, µM (doses to about 76.9 µM), inactives show at the top dose activity, negative = inhibition, most hits filed as inhibitors; 330,000 compounds, 0.031% hits; AID 504842; note: potency is the fitted concentration of half-maximal effect; % is set by controls: 0 for no effect and ±100 for the full control effect; nearly all actives have a fitted effect of over 80% in size
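Quantitative HTS used 25 nM Mm-CPN and 10 uM ATP in magnesium/KCl Tris buffer, pH 7.4, with 1 mM DTT. Hydrolysis ran 30 min at 37°C; ADP was read by HTRF.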
A549 tox = A549 cytotoxicity, counter-screen for Nrf2 inhibitors | A549 ARE-Fluc cells, CellTiter-Fluor viability, 18-24 h | Potency, µM (series often up to 46 µM), inactives show top-dose activity change, negative = cytotoxicity, most hits filed as inhibitors | 390,000 compounds, 0.16% hits; note: potency is the fitted concentration of half-maximal effect; % is set by controls: 0 for no effect and ±100 for the full control effect
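Cytotoxicity counterscreen: CellTiter-Fluor fluorescence was measured in A549 ARE_Fluc cells after 18-24 h of compound exposure in a concentration series. The subsequent BugLite luminescent read reports ARE-luciferase activity.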
Nrf2 ARE act = activators of Nrf2 (ARE) signaling; AREc32 ARE-luciferase reporter (MCF7-derived line), luminescence, 24 h; Potency, µM (doses to about 46.1 µM), inactives show top-dose activation, actives largely listed as activators; 410,000 compounds, 0.31% hits; AID 624171; note: potency is the fitted concentration of half-maximal effect; % of control where 0% means no effect; nearly all actives have a fitted effect of over 65% in size
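Each well held 1000 AREc32 cells, which were incubated with compound for 24 hr at 37 deg C after overnight attachment, and ARE reporter activity was quantified by firefly luciferase luminescence.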
TGFb inhibitor = TGF-b pathway inhibition | 410,000 compounds, 1.2% hits | Potency, µM (highest dose often 46.1 µM), inactives show at the highest dose activity, negative = inhibition, hits mostly inhibitors | AID 588855 | HepG2 CAGA-GFP TGF-b/SMAD3 reporter, GFP fluorescence, 18 h; TGF-beta stimulated, 500 pg/mL final; note: potency is the fitted concentration of half-maximal effect; % is set by controls: 0 for no effect and ±100 for the full control effect; nearly all actives have a fitted effect of over 65% in size
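Using HEPG2 CAGA-GFP reporter cells at 1000 cells/well, we pinned test compounds, stimulated with recombinant TGF-beta (500 pg/mL final) and measured total well GFP after 18 h.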
Akt phos inh = Akt phosphorylation inhibition; 360,000 compounds, 0.32% hits; AID 651550; Neuro2A IGF-stimulated pAkt S473 HTRF, 20 min; active compounds read low; activity change, % for hits at 50 µM; in the data active = activity change below about -80%; inconclusive = mostly about -51% to -80%; note: % is set by controls: 0 for no effect and ±100 for the full control effect
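Neuro2A cells in DMEM with 0.5% FBS, overnight at 37 deg C, given compound at single 50 µM final, then IGF (6 nM final) for 20 min at 37 deg C. Lysed; phospho-Akt Ser473 by HTRF after 24 h, 665/615 ratio.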
EPAC2 agonist = activates human EPAC2 exchange factor; Q8WZA2; EPAC2 activation, biochemical qHTS; response scale: 100% = 6.5 mM cAMP response; Potency, µM (doses to about 154 µM), for inactives: at the highest dose activation, most hits filed as activators; 360,000 compounds, 0.079% hits; AID 720711; note: potency is the fitted concentration of half-maximal effect; nearly all actives have a fitted effect of over 50% in size
Target sequence (Q8WZA2 whole entry, looked up): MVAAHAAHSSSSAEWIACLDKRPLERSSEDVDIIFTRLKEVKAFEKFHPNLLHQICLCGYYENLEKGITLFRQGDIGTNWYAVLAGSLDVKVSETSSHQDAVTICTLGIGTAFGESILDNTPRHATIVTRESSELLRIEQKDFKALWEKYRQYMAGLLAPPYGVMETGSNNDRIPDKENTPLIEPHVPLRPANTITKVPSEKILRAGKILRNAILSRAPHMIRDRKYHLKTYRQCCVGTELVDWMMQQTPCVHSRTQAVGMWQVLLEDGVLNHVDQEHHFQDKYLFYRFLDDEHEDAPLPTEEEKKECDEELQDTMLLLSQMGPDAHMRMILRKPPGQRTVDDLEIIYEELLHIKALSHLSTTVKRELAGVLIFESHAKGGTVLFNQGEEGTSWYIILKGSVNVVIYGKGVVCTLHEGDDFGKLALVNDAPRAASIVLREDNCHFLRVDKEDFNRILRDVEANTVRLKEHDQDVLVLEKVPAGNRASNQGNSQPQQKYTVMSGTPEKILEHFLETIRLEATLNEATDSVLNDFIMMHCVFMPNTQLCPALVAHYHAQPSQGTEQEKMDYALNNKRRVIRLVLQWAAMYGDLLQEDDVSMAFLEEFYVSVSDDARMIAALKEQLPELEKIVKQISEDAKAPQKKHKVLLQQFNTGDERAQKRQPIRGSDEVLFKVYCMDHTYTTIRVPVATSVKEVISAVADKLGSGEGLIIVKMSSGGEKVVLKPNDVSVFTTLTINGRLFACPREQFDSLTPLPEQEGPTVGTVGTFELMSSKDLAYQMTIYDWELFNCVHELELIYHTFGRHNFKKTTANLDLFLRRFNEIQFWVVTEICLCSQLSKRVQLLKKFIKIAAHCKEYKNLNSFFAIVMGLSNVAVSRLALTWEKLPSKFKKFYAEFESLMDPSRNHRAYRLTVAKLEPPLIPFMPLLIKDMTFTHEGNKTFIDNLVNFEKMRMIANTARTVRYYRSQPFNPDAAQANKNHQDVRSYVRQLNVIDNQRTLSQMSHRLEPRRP
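EPAC2 (100 nM) mixed with Rap1B loaded with BODIPY-GDP (250 nM) plus 50 uM unlabeled GDP; compounds pinned in, 5 min RT, then read every 5 min for 30 min (ex 480, em 540 nm). Normalized to cAMP control.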
Nrf2 inh = Nrf2 pathway inhibition; A549 ARE-Fluc reporter, luciferase luminescence, 18-24 h; Potency, µM (doses to about 46 µM), for inactives: at the top dose activity change, negative = inhibition, usual class: inhibitors; 360,000 compounds, 2.1% hits; note: potency is the fitted concentration of half-maximal effect; % is set by controls: 0 for no effect and ±100 for the full control effect; nearly all actives have a fitted effect of over 60% in size
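A549 ARE_Fluc cells, 5000/well, 5% FBS OPTI-MEM; compounds in dose-response, 18-24 h at 37 °C/5% CO2; CellTiter-Fluor viability read (Ex 405/Em 525), then BugLite luciferase luminescence = Nrf2 activity.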
EPAC2 antagonist = blocks human EPAC2 exchange factor; EPAC2 GEF exchange of Rap1B-BODIPY-GDP, fluorescence; Potency, µM (doses to about 114 µM), without a hit: top-dose activity, negative = inhibition, usual class: inhibitors; 360,000 compounds, 0.18% hits; note: potency is the fitted concentration of half-maximal effect; % is set by controls: 0 for no effect and ±100 for the full control effect; nearly all actives have a fitted effect of over 45% in size; many of its hits are not listed in these tables
* marks the source's active call; other numbers are inactive results; i = inactive; ? = inconclusive; nt = not tested or not shown; & = joins results of further samples; [ ] = dose if it differs, or a comment. Unless noted, calls come from the whole dose curve; as a rule, active = well fitted curve in the direction sought with a large enough effect; inconclusive = small, poorly fitted or top-dose-only effect, or another doubt; inactive = no such curve, though single readings can be large; an effect the other way counts as inactive or inconclusive.

Abbreviations – A = CCT chaperon mod; B = MmCpn inh; C = A549 tox; D = Nrf2 ARE act; E = TGFb inhibitor; F = Akt phos inh; G = EPAC2 agonist; H = Nrf2 inh; I = EPAC2 antagonist
O=S1(=O)CC(N2CCN(CCO)CC2)CN1C1CCCC1 (stereo not given)
  A = -0.9	B = nt	C = nt	D = -1.2%	E = 4%	F = i	G = 9%	H = nt	I = -1%

Cc1c(C(=O)N2CCCC2)oc2c1-c1nn(CC(=O)NCc3ccccc3F)cc1CC2
  A = nt	B = nt	C = -1%	D = 3.0%	E = ?	F = nt	G = nt	H = ?	I = nt

CC(O)(C(=O)c1ccccc1)c1ccccc1 (stereo not given)
  A = -0.5	B = nt	C = nt	D = -0.4%	E = 9%	F = i	G = 6%	H = nt	I = -21%

O=C(/C=C/c1cccs1)N1CCOCC1
  A = 0.8	B = 1%	C = 7%	D = 3.5%	E = 11%	F = i	G = -2%	H = 1%	I = 21%

Cc1ccc(N(C)C(=O)Cn2ncc3c([nH]c4ccccc43)c2=O)cc1C
  A = nt	B = nt	C = -11%	D = 2.6%	E = -2%	F = nt	G = nt	H = 2%	I = nt

Cc1cccc(OCC(=O)Nc2ccncc2)c1
  A = 0.2	B = nt	C = -6%	D = 0.0%	E = -2%	F = i	G = 6%	H = -63%	I = 2%

O=C(Nc1cccc(Cl)c1Cl)c1cc2nc(-c3ccc(Cl)cc3)cc(C(F)(F)F)n2n1
  A = nt	B = nt	C = -4%	D = -0.7%	E = -2%	F = nt	G = nt	H = 4%	I = nt

COC(=O)c1c(NC(=O)Cc2cccs2)sc(C(=O)NC2CCCCC2)c1C
  A = -0.9	B = nt	C = -2%	D = 0.7%	E = -1%	F = i	G = 3%	H = ?	I = 5%

O=C(CSc1nc2ccccc2[nH]1)N1c2ccccc2Sc2ccccc21
  A = 1.6	B = 1%	C = -13%	D = 4.7%	E = 0%	F = i	G = 27%	H = 7%	I = -3%

CC1=C(C(=O)OCC2CCCCC2)C(c2cccc(F)c2F)CC(=O)N1 (stereo not given)
  A = nt	B = nt	C = 1%	D = 0.1%	E = ?	F = nt	G = nt	H = -5%	I = nt

O=C(C1CCN(S(=O)(=O)c2cccs2)CC1)N1CCCCC1
  A = 1.3	B = 0%	C = -2%	D = 0.4%	E = -1%	F = i	G = 9%	H = 3%	I = -24%

O=C(O)C1CCC2CCCC21 (stereo not given)
  A = -1.5	B = nt	C = nt	D = -1.1%	E = 5%	F = i	G = -5%	H = nt	I = -5%

CN(C(=O)COC(=O)C1CCN(S(=O)(=O)c2ccc(Cl)cc2)CC1)C1CCS(=O)(=O)C1 (stereo not given)
  A = 0.0	B = 3%	C = -1%	D = -0.3%	E = -10%	F = i	G = 2%	H = 0%	I = 8%

COc1cc(/C=C(\C#N)c2nc3ccccc3[nH]2)ccc1O
  A = 2.0	B = ?	C = -2%	D = 14%	E = 96%[activator]	F = i	G = -1%	H = 5%	I = -10%

Cc1cccc(C)c1NC(=O)COC(=O)C1CC(=O)N(Cc2ccccc2)C1 (stereo not given)
  A = 0.6	B = 3%	C = 5%	D = -0.6%	E = ?	F = i	G = 2%	H = 3%	I = 11%

Cc1ccccc1OCC(O)CNC1CCCC1 (stereo not given)
  A = -2.9	B = -2%	C = -12%	D = 0.2%	E = 5%	F = i	G = -1%	H = 2%	I = -3%

CCOC(=O)C1C(=O)NC(N2CCCCC2)=NC1C(C)C (stereo not given)
  A = 1.3	B = 2%	C = -14%	D = -0.3%	E = -1%	F = i	G = -1%	H = 12%	I = 14%

Cc1ccccc1NC(=O)C(C)O/N=C/c1cccc([N+](=O)[O-])c1 (stereo not given)
  A = -2.4	B = 0%	C = 2%	D = 4.2%	E = 3%	F = i	G = 5%	H = -5%	I = -2%

Fc1ccc(NC(=S)N2CCN(c3ncccn3)CC2)cc1
  A = -4.0	B = 1%	C = -1%	D = 0.3%	E = 3%	F = i	G = 2%	H = -1%	I = 9%

CN1C(=O)N(CC(=O)Nc2ccc(C(F)(F)F)cc2)C(=O)C12CCCCC2
  A = 0.1	B = 0%	C = -14%	D = 2.4%	E = 9%	F = i	G = -11%	H = 8%	I = -1%

COc1ccc(C2CC(c3c(O)cc(C)oc3=O)=NCCS2)c(OC)c1 (stereo not given)
  A = 0.4	B = 1%[15.4 µM]	C = ?	D = 9.1%	E = ?	F = i	G = -8%	H = -1%	I = -2%

O=c1c([N+](=O)[O-])c(N2CCCCC2)c2ccccc2n1-c1ccccc1
  A = -1.5	B = 0%	C = 2%	D = -0.4%	E = 28%	F = i	G = 3%	H = 3%	I = 2%

CCN1CCN(CCNC(=O)CS(=O)(=O)Cc2nc(-c3ccc(C)cc3)oc2C)CC1
  A = -2.7	B = 1%	C = -11%	D = -0.6%	E = -5%	F = i	G = 14%	H = ?	I = -6%

CCN(CC)C(=O)c1sc(NC(=O)c2ccc3c(c2)OCO3)c(C(N)=O)c1C
  A = -1.5	B = 2%	C = 8%	D = 6.7%	E = 7%	F = i	G = 8%	H = ?	I = -4%

COc1ccc(-c2csc(-n3ncc(-c4ccccn4)c3N)n2)cc1
  A = -2.1	B = -2%	C = -2%	D = -0.1%	E = 1%	F = i	G = 17%	H = 3%	I = -3%

CCOC1=C2CN(S(=O)(=O)c3ccc(C)cc3)[C@H](c3ccc(CC)cc3)C[C@@H]2N(S(=O)(=O)c2ccc(C)cc2)[C@H](c2ccccc2)C1
  A = -0.2	B = nt	C = nt	D = -0.7%	E = -6%	F = i	G = 2%	H = nt	I = 10%

CC1CN(S(=O)(=O)c2cccc(C(=O)N(Cc3nnc(-c4ccccc4Cl)o3)C3CC3)c2)CC(C)O1 (stereo not given)
  A = -1.4	B = 0%	C = -10%	D = 3.3%	E = -11%	F = i	G = -8%	H = 0%	I = 0%

COc1ccc(S(=O)(=O)Nc2cc(Sc3ncn[nH]3)c(O)c3ccccc23)cc1
  A = nt	B = -1%	C = ?	D = nt	E = 3.2µM*	F = i	G = nt	H = ?	I = nt

CC(Cc1ccccc1)C(=O)NCc1nc2ccccc2s1 (stereo not given)
  A = -1.9	B = -1%	C = 8%	D = 3.5%	E = -14%	F = i	G = 4%	H = ?	I = 0%

O=S(=O)(c1ccc(SCc2ccc(Br)cc2)nc1)N1CCCCC1
  A = 1.1	B = -2%	C = 14%	D = 0.2%	E = 23%	F = i	G = 3%	H = 0%	I = -2%

Cc1ccnc(SCc2cc(=O)c(OC(=O)c3ccc(S(=O)(=O)N4CCCC4)cc3)co2)n1
  A = -5.1	B = 2%	C = -6%	D = -0.5%	E = 11%	F = i	G = 1%	H = 2%	I = 0%

CCn1c(=N)c(C(=O)NC)cc2c(=O)n3cccc(C)c3nc21
  A = -1.8	B = -9%	C = 19%	D = 3.5%	E = ?	F = i	G = -8%	H = -7%	I = 0%

CCOC(=O)C1(C)C=C(Nc2cccc(C)c2)C(=O)N1c1ccccc1 (stereo not given)
  A = nt	B = nt	C = 12%	D = 0.3%	E = -8%	F = nt	G = nt	H = -21%	I = nt

CCOc1cc(/C=N/NC(=O)c2ccncc2)cc(Br)c1O
  A = 0.6	B = nt	C = nt	D = 0.2%	E = -3%	F = i	G = 7%	H = nt	I = 11%

CCn1c2ccccc2c2cc(NC(=O)CSc3nnc(-c4ccc(OC)c(OC)c4)n3N)ccc21
  A = 0.3	B = -3%	C = -4%	D = -0.1%	E = -19%	F = nt	G = 12%	H = -3%	I = -1%

C#CCOCCOCCOCCNc1nc(N2CCN(C(=O)[C@H]([C@@H](C)O)n3cc(CCCCN)nn3)CC2)nc(N2CCN(C(=O)[C@H]([C@@H](C)CC)n3cc(CCCN=C(N)N)nn3)CC2)n1
  A = 0.0	B = -1%	C = 0%	D = -0.7%	E = 4%	F = i	G = -5%	H = 12%	I = -14%

CC1(C)C(=O)OC(c2cccs2)C(C)(C)C1=O (stereo not given)
  A = -4.9	B = -1%	C = -8%	D = 0.1%	E = -24%	F = i	G = 7%	H = 3%	I = 2%

COc1ccc2c(c1)c1c(c(=O)n(Cc3ccccc3)c(=O)n1CC(=O)NCc1ccc(C)cc1)n2C
  A = nt	B = nt	C = -3%	D = 0.3%	E = 17%	F = nt	G = nt	H = 15%	I = nt

O=S(=O)(NCCN1CCOCC1)c1ccc(Cl)c(Cl)c1
  A = 1.1	B = 0%	C = 23%	D = 0.9%	E = -6%	F = i	G = 9%	H = -7%	I = 0%

C[C@@H]1CNC(=O)c2c(C(=O)N[C@H](C)c3ccccc3)ncn21
  A = 0.1	B = nt	C = nt	D = -0.5%	E = 17%	F = i	G = 3%	H = nt	I = 5%

COc1cc(CN2CCN(Cc3c[nH]c4ccccc34)CC2CCO)cc(OC)c1 (stereo not given)
  A = -0.9	B = -1%	C = 0%	D = -0.5%	E = 10%	F = i	G = 8%	H = -2%	I = 6%

CCOc1ccc(NC(=O)Cn2cc(C(=O)c3ccccc3)c(=O)c3cc4c(cc32)OCCO4)cc1
  A = nt	B = nt	C = 2%	D = 0.0%	E = 3%	F = nt	G = nt	H = -11%	I = nt

CC1CCN(S(=O)(=O)c2ccc3c(c2)N(C)C(=O)CC(=O)N3C)CC1
  A = -1.1	B = -2%	C = -3%&-2%	D = 0.2%&0.2%	E = 6%&-6%	F = i	G = 4%	H = -4%&23%	I = 30%

Whole records, looked up by structure. Order of values: CCT chaperon mod	MmCpn inh	A549 tox	Nrf2 ARE act	TGFb inhibitor	Akt phos inh	EPAC2 agonist	Nrf2 inh	EPAC2 antagonist
Cc1ccnc(SCc2cc(=O)c(OC(=O)c3ccc(S(=O)(=O)N4CCCC4)cc3)co2)n1 is listed as -5.1	2%	-6%	-0.5%	11%	i	1%	2%	0%
CC1(C)C(=O)OC(c2cccs2)C(C)(C)C1=O (stereo not given) is listed as -4.9	-1%	-8%	0.1%	-24%	i	7%	3%	2%
C[C@@H]1CNC(=O)c2c(C(=O)N[C@H](C)c3ccccc3)ncn21 is listed as 0.1	nt	nt	-0.5%	17%	i	3%	nt	5%

Not all compounds are listed; count on the stated rates, not on these rows.
